mHTT-CaM PPI inh – mutant huntingtin-calmodulin interaction inhibitors – biochemical, AlphaScreen, primary screen. AlphaScreen His-mHTT/GST-CaM binding, luminescence. inhibition, % at 15 µM. 3.6% of 190,000 active. AID 1671202, 2021;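 also: 0% = both proteins with DMSO and 100% = one protein alone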
Pf apPOL inh – Pf-apPOL inhibitors, biochemical, fluorescence | Plasmodium falciparum apicoplast DNA polymerase (apPOL) | Recombinant Pf-apPOL, molecular beacon fluorescence, 1.5 h | inhibition, % at 10 µM | 0.25% of 210,000 active
* hit, by the source's call; i = inactive; nt = not tested or not shown; & = joins results of further samples. Rule as the data show it: active = inhibition above about 50%; inactive = the rest.

SMILES | mHTT-CaM PPI inh | Pf apPOL inh
COc1ccc(C2CC(O)(c3ccccc3)Oc3c(C)ccc(C)c32)cc1 (centres undefined) | 46 | -6
CC1(C)CC(N=Cc2ccccc2O)CC(C)(C)N1 | 1 | -1
Cn1c(=O)c2c(n(C)c1=O)n(Cc1ccccc1Cl)c(=O)n2Cc1ccc(Cl)cc1Cl | -2 | -7
O=C(Nc1nc2nccc(-c3ccccc3)n2n1)c1ccc(Cl)cc1 | 0 | 9
CCOC(=O)c1cn(Cc2ccc(Cl)cc2Cl)c2cc(C)nn2c1=O | nt | -87&-91
CCCn1cc(SCC(=O)Nc2ccc(Br)cc2)c2ccccc21 | -6 | -7
O=C(Nc1ccc(F)c([N+](=O)[O-])c1)C(=O)c1c(O)[nH]c2ccccc12 | 7 | -5
CCOC([O-])=Nc1c[n+](N2CCOCC2)no1 | nt | 4
O=C(NCC#CCN1CCc2ccccc2C1)c1cc2ccccc2[nH]1 | 28 | -6
O=C(Nc1ccc(F)c(F)c1)C1CCN(c2nccnc2Oc2ccccc2)CC1 | 1 | 2
NCC12CC3CC(CC(C3)C1)C2 | -3&-7 | nt
COc1ccc(OC)c(C2=NOC(C(=O)N(C)c3ccccc3)C2)c1 (centres undefined) | -5 | -5
COc1ccc(S(=O)(=O)N=C2NC(=O)/C(=C\c3ccc(OC)c(OC)c3)S2)cc1 | 6 | 0
CC(C)c1nc(CN2CCCCC2C)cc(=O)[nH]1 (centres undefined) | -4 | -6
CC(=O)c1ccc(NC(=O)COc2cc(Cl)c(Cl)cc2Cl)cc1 | -1 | -21
CCn1c(-c2ccccc2)csc1=Nc1ccc(S(=O)(=O)O)cc1 | 17 | -3
O/N=C/c1ccc2ccccc2c1 | i | nt
N=C1NC(=O)C(CC(=O)Nc2ccc(F)cc2)S1 (centres undefined) | 5 | 2
COc1cccc(CNC(=O)N2CCc3cn(C)c4cccc(c34)C2)c1 | 11 | -6
COc1cccc(CCC(=O)N2CCN(c3cc(-c4cccnc4)[nH]n3)CC2)c1 | 2 | 2
COc1ccc(C2Cn3nc(-c4nc(C(C)C)no4)cc3CO2)cc1 (centres undefined) | -5 | -2
O=C(ON=Cc1ccc(F)c(Cl)c1)c1cccc(C(F)(F)F)c1 | nt | 0&-3
CC(=O)c1ccc(N2CCCCC2)c(F)c1 | -14 | 1
O=C(c1cc2ccccc2[nH]1)N1CCC2(C1)NC(=O)N(Cc1ccc(Cl)cc1)C2=O (centres undefined) | 9 | 1
COc1cc(CN2CCN(c3ccc(C)cc3)CC2)cc([N+](=O)[O-])c1O | 4 | -3
(listing goes on)
SMILES | mHTT-CaM PPI inh | Pf apPOL inh
CCN(CC)C(=O)c1cc2c(s1)CCC(C(=O)Nc1ccc(F)c(F)c1)C2 (centres undefined) | 0 | -5
O=C(Nc1cc(-c2ccccn2)no1)c1ccccc1Br | 2 | 0
CCOc1ccc(N(C(C)C(=O)Nc2ccc(C)c(Cl)c2)S(C)(=O)=O)cc1 (centres undefined) | 16 | -4
NC(=O)c1conc1-c1cccc(Cl)c1 | -4 | 7
COc1cc(NC(=O)c2ccc(OC(C)C)cc2)c(OC)cc1Cl | -6 | -9
O=C(Nc1c2c(nn1-c1ccc(Cl)cc1)CS(=O)(=O)C2)c1cc2ccccc2oc1=O | 5 | -6
N#Cc1csc2c1CCCC2 | -5 | nt
c1cc(CN2CCC(c3nc(C4CC4)n[nH]3)CC2)co1 | -3 | 5
CNC(=O)COc1ccc(C23CC4CC(CC(C4)C2)C3)cc1 | -2&-1 | 3&-3
CN1C(=O)CSC1=Nc1ccc(Sc2ccc([N+](=O)[O-])cc2)cc1 | 10 | 12
Cc1ccccc1OCC(O)CN1CCN(CC(O)COc2ccccc2C)CC1 (centres undefined) | 8 | -3
CC(C)Oc1ccc(C2N3CC4(C)CN2CC(C)(C3)C4O)cc1 (centres undefined) | -4 | -6
CCN(CC)c1ccc(/C=C2/C(=N)N3N=C(C(F)(F)F)SC3=NC2=O)cc1 | 2 | -5
COc1ccc(C(=O)Nc2ccccc2C(=O)NCCC(=O)O)cc1 | -6 | -2
CC1(C)CC(=O)C2=C(C1)NC1=C(C(=O)CC(C)(C)C1)C2c1cccc(F)c1 | 6 | 2
CCCCOc1cccc(C(=O)Nc2nc3ccc(S(N)(=O)=O)cc3s2)c1 | 0 | -1
CCCN1CCC(NCc2cccc(Cl)c2)CC1 | -4 | 0
CC(=O)Nc1cccc(N=Cc2cc(Cc3ccccc3Cl)ccc2O)c1 | 47 | 2
CCOC(=O)N1CCC(NC(=O)CN2C(=O)NC3(CCC(C)CC3)C2=O)CC1 (centres undefined) | 6 | -4
COc1cccc(CNC(=O)C2c3ccccc3CCN2C(=O)C2CC2)c1 (centres undefined) | 3 | -2
CCN(CC)S(=O)(=O)c1ccc(Cl)c(C(=O)Nc2nnc(Cc3cccc(C)c3)s2)c1 | 18 | 3
CCc1cc(C2CCCN2Cc2ccc(OC(C)C)cc2)on1 (centres undefined) | -4 | -5
COc1cc(C(=O)NC(=S)N2CCCCCC2)cc(OC)c1OC | 8 | 2
Cc1cccc(NC(=O)CN2CCC(c3nc(-c4cccc(F)c4)no3)CC2)c1C | -11 | 0
CCc1nc(N2CCC(C)CC2)c(C#N)c2c1CCCC2 | -31 | 7
Additional entries follow.
SMILES | mHTT-CaM PPI inh | Pf apPOL inh
COc1ccc(CNCc2cccc([N+](=O)[O-])c2)cc1OC | 7 | -3
CCOc1ccc(N(C(C)C(=O)N2CCCC2)S(C)(=O)=O)cc1 (centres undefined) | -1 | 0
Cc1ccc(-n2nc3c(c2NC(=O)/C=C/c2ccccc2)CS(=O)(=O)C3)c(C)c1 | 15 | 1
CCNC(=O)C1CCC(c2ccccc2)N(C(=O)c2ccc(Cl)cc2)C1 (centres undefined) | 13 | 8
Cc1c(C(=O)C=CN(C)C)nnn1-c1ccc(Cl)cc1C#N | nt | -6
Cc1onc(-c2ccc(F)cc2F)c1C(=O)NC(C)C | 1 | -2
O=c1[nH]c(/C=C/c2ccccc2F)nc2ccccc12 | -4 | -4
Cc1noc(-c2nn(C)c3c2CN(C(=O)c2ccccc2C(F)(F)F)CC3)n1 | 8 | -2
Cc1nnc(N2C(=O)C(O)=C(C(=O)c3cccs3)C2c2ccc(Cl)c(Cl)c2)s1 (centres undefined) | 92* | -4
CC1=C(C(=O)Nc2ccccn2)C(c2cccc(Br)c2)n2ncnc2N1 (centres undefined) | 1 | -2
Cn1c(CNC(=O)C2CCC2)nc2c1CN(C(=O)CCc1ccccc1)CC2 | 9 | -2
Cc1c(N=Cc2cc(Cl)cc(Br)c2O)c(=O)n(-c2ccccc2)n1C | -6 | 0
CN(CCc1ccccn1)C(=O)c1cccnc1N1CCNC(c2ccccc2)C1 (centres undefined) | 5 | -1
COc1ccc(NC(=O)CN2CCC(c3nc(-c4ccc(F)cc4)no3)CC2)cc1 | 3 | 0
COc1cccc2c1NC(c1cccc(Br)c1)C1CC=CC21 (centres undefined) | 53* | -11
CC(C)(C)c1ccc(S(=O)(=O)Nc2ccc(Cl)c(C(N)=O)c2)cc1 | 0 | -1
O=[N+]([O-])c1cc(C(F)(F)F)cc([N+](=O)[O-])c1-n1ccnc1 | -8 | nt
CCC(C)c1ccc(NC(=O)C2CC2)cc1 (centres undefined) | -13 | 1
COc1ccc(NC(=O)c2ccccc2N)c(OC)c1 | -1 | 2
OCCN(Cc1ccccc1)CC(O)COCC12CC3CC(CC(C3)C1)C2 (centres undefined) | 28 | -5
Oc1ccccc1Nc1nc(-c2ccccc2O)nc2ccccc12 | 3 | -18
O=C1CCC[C@@H]2CC(N(Cc3cc4ccccc4s3)c3ccccc3)C[C@@H]3CCN1[C@H]23 (some centres undefined) | 46 | -4
CCc1nnc(NS(=O)(=O)c2ccc(N=Cc3ccccc3Cl)cc2)s1 | 5 | 3
CCSc1nnc(NS(=O)(=O)c2ccc(Br)cc2)s1 | 3 | 0
CC(C)c1nc2c(c(=O)n1CC(=O)Nc1ccc(F)cc1)CCN(Cc1ccccc1)C2 | 20 | -7
Further results follow:
SMILES | mHTT-CaM PPI inh | Pf apPOL inh
O=C(c1ccc(Cl)c(Cl)c1)N1CCC(=O)N([C@H](COCc2cccc(C(F)(F)F)c2)Cc2ccccc2)CC1 | 100* | -4
COc1ccc(NC(=O)Nc2cc(C)cc(C)c2)cn1 | nt | 0
CCCOc1ccc(C(=O)N2CCCC2)cc1OC | -3 | -6
CCOC(CNC(=O)c1ccc2c(c1)ncn2-c1cc(Cl)ccc1OC)OCC | 53* | -4
COc1ccccc1CC(=O)c1c(O)cc(O)cc1O | 4 | 5
Nc1nc2ccc(Cc3ccc4nc(N)sc4c3)cc2s1 | 17 | 1
O=C(CSc1n[nH]c(-c2ccncc2)n1)c1ccc(Cl)cc1 | 6 | 0
Cc1cccc(CC(=O)NCCC2CCN(C(=O)c3ccc(F)cc3)CC2)c1 | 4 | -1
O=C(CCS(=O)(=O)Cc1ccccc1F)N1CCOCC1 | -6 | -18
O=C(NCCN1CCN(Cc2ccc([N+](=O)[O-])cc2)CC1)C(=O)Nc1ccccc1 | -2 | 3
CCOc1cc(C(C#N)N2CCCCC2)ccc1OC (centres undefined) | -15 | -4
OC(c1ccccc1)(c1ccccc1)c1n[nH]c(=S)n1-c1ccc(F)cc1 | nt | -1
COc1ccc(C(=O)NCCc2nc3ccccc3n2Cc2ccccc2F)cc1OC | 32 | 3
CCC(C)c1ccc(OCCn2ccnc2)cc1 (centres undefined) | 8 | 0
N#CC(C(=O)Nc1ccc(Cl)cc1)C(=O)c1cccs1 (centres undefined) | nt | 0
N#Cc1ccccc1NC(=O)CSc1nc2c(cc1C#N)CCC2 | -5 | 5
O=C(NCCc1ccccc1)N1CCCC1c1nc(-c2ccccc2)no1 (centres undefined) | 1 | 0
CCC(C)NC(=O)c1ccc(CN2C(=O)COc3ccc(C)cc32)o1 (centres undefined) | 0 | -3
CC1=NN(c2ccccc2)C(=O)/C1=C/c1ccc(-c2cccc([N+](=O)[O-])c2)o1 | 5 | -9
O=C(Nc1ccccc1C(F)(F)F)c1ccccc1I | nt | -5&-11
COc1ccc(Cl)cc1NC(=O)C1CC(=O)N(c2ccc3c(c2)CCN3C(C)=O)C1 (centres undefined) | 2 | 1
CCC(=O)N1CCc2cc(Br)cc(S(=O)(=O)NCc3ccc(Cl)cc3)c21 | 1 | -3
Cn1c(=O)c(-c2noc(-c3cccs3)n2)cn(-c2ccccc2)c1=O | nt | 0
CSc1sc(C)cc1C1C(C#N)=C(N)N(c2cccnc2)C2=C1C(=O)CCC2 (centres undefined) | 10 | -7
Cc1ccc(C2C3CN(C(C)C)CC=C3C(C#N)=C(N)C2(C#N)C#N)cc1 (centres undefined) | 4 | -1
Further entries follow:
SMILES | mHTT-CaM PPI inh | Pf apPOL inh
CC1=NN(c2nc(-c3ccccc3)cs2)C(=O)/C1=C/c1cccs1 | 4 | 1
Cc1cccc(NC(NC(=O)c2ccc([N+](=O)[O-])cc2)C(Cl)(Cl)Cl)c1 (centres undefined) | 76* | -1
COc1ccc(CCC(=O)Nc2ccc(SCC(=O)N3CCCC3)nn2)cc1 | -2 | 6
Cn1cc(CC(=O)NC2CCCC2)c2ccccc21 | 3 | -5
Cc1c(Br)c(C(F)(F)F)nn1CC(=O)Nc1cc(O)cc([N+](=O)[O-])c1 | 20 | -2
Cc1ccc(CN(C)C(=O)NC(C)C)s1 | 1 | -3
CC(C)(C)NC(=O)c1ccccc1N(Cc1ccccc1)S(=O)(=O)c1ccccc1 | 4 | 2
Cn1c(Sc2c([N+](=O)[O-])cc(C(F)(F)F)cc2[N+](=O)[O-])nc2ccccc2c1=O | 8 | -4

20 successive compounds out of the list so far, quoted:
SMILES | mHTT-CaM PPI inh | Pf apPOL inh
COc1ccc(C2CC(O)(c3ccccc3)Oc3c(C)ccc(C)c32)cc1 (centres undefined) | 46 | -6
CC1(C)CC(N=Cc2ccccc2O)CC(C)(C)N1 | 1 | -1
Cn1c(=O)c2c(n(C)c1=O)n(Cc1ccccc1Cl)c(=O)n2Cc1ccc(Cl)cc1Cl | -2 | -7
O=C(Nc1nc2nccc(-c3ccccc3)n2n1)c1ccc(Cl)cc1 | 0 | 9
CCOC(=O)c1cn(Cc2ccc(Cl)cc2Cl)c2cc(C)nn2c1=O | nt | -87&-91
CCCn1cc(SCC(=O)Nc2ccc(Br)cc2)c2ccccc21 | -6 | -7
O=C(Nc1ccc(F)c([N+](=O)[O-])c1)C(=O)c1c(O)[nH]c2ccccc12 | 7 | -5
CCOC([O-])=Nc1c[n+](N2CCOCC2)no1 | nt | 4
O=C(NCC#CCN1CCc2ccccc2C1)c1cc2ccccc2[nH]1 | 28 | -6
O=C(Nc1ccc(F)c(F)c1)C1CCN(c2nccnc2Oc2ccccc2)CC1 | 1 | 2
NCC12CC3CC(CC(C3)C1)C2 | -3&-7 | nt
COc1ccc(OC)c(C2=NOC(C(=O)N(C)c3ccccc3)C2)c1 (centres undefined) | -5 | -5
COc1ccc(S(=O)(=O)N=C2NC(=O)/C(=C\c3ccc(OC)c(OC)c3)S2)cc1 | 6 | 0
CC(C)c1nc(CN2CCCCC2C)cc(=O)[nH]1 (centres undefined) | -4 | -6
CC(=O)c1ccc(NC(=O)COc2cc(Cl)c(Cl)cc2Cl)cc1 | -1 | -21
CCn1c(-c2ccccc2)csc1=Nc1ccc(S(=O)(=O)O)cc1 | 17 | -3
O/N=C/c1ccc2ccccc2c1 | i | nt
N=C1NC(=O)C(CC(=O)Nc2ccc(F)cc2)S1 (centres undefined) | 5 | 2
COc1cccc(CNC(=O)N2CCc3cn(C)c4cccc(c34)C2)c1 | 11 | -6
COc1cccc(CCC(=O)N2CCN(c3cc(-c4cccnc4)[nH]n3)CC2)c1 | 2 | 2
